XBP1 UPR activ: activators of adaptive XBP1 UPR arm, primary screen, cell-based, CHO-XBP1 luciferase reporter, luminescence, uHTS | activation, % at 20 µM | AID 463104, 2010 | 0.33% of 330,000 active | IRE1-XBP1 UPR activation; percent of tunicamycin response, DMSO as zero;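 active means versus positive control, 20 µM dose yields 30% or more activation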;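 further: 100% = tunicamycin at 10 µg/mL and 0% = DMSO only wells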
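Material: CHO-XBP1 cells stably carrying IRE1-XBP1-driven luciferase reporter | Medium: F12 with 10% serum | Compound dosing: 20 µM single concentration, DMSO 1% | Incubation: Overnight seeding at 37 °C, 6 h compound treatment at 37 °C | Detection: Steady-Glo luminescence read | Read-out basis: % activation of reporter signal versus tunicamycin and DMSO controls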
Mdm2 MdmX PPI: inhibitors of human Mdm2-MdmX association, primary screen, cell-based, luminescence, split luciferase, SaOS-2, uHTS; 3% of 330,000 active; Protein Mdm4 (Homo sapiens) + E3 ubiquitin-protein ligase Mdm2 (Homo sapiens), …; AID 485346, 2010; SaOS-2 split-luciferase Mdm2/MdmX complementation; inhibition, % at 8 µM;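 active means inhibition of at least 50% at 8 µM in the primary screen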
tim23-1 inh: growth inhibitors of tim23-1 mutant yeast, primary screen, luminescence, uHTS; S. cerevisiae tim23-1 growth, BacTiter-Glo luminescence, 24 h; inhibition, % at 20 µM; 1.3% of 330,000 active; AID 463212, 2010;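 active means growth inhibition of the mutant yeast at or above 50%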;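 further: temperature-sensitive mutant grown at 25 °C; plate controls were DMSO-treated mutant yeast for no effect and medium wells lacking yeast for full effect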
UPR CHOP act: activators of apoptotic CHOP UPR arm, primary screen, cell-based, CHO-CHOP luciferase reporter, luminescence, uHTS; UPR activation; percent of tunicamycin response over DMSO baseline; activation, % at 10 µM; AID 449763, 2010; 0.34% of 330,000 active;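 active means at 10 µM dose, activation of 40% or more, normalized to positive control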;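 further: 100% = tunicamycin at 10 µg/mL and 0% = DMSO alone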
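Test system: CHO-CHOP cells, stable luciferase reporter of PERK-eIF2a-CHOP signalling | Quantity: 500 CHO-CHOP cells per well | Buffer or medium: F12 plus 10% serum | Compound dosing: 10 µM single point, 0.5% DMSO | Schedule: 6 h compound treatment, 37 °C | Signal: Luciferase luminescence | Control set: Tunicamycin high control, DMSO low control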
tim10-1 inh: growth inhibitors of tim10-1 mutant yeast, primary screen, luminescence, uHTS; 2.2% of 330,000 active; inhibition, % at 20 µM; S. cerevisiae tim10-1 ts strain growth, BacTiter-Glo, 24 h;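 active means inhibition of at least 40%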;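 further: mutant grown at 25 °C; 0% = DMSO wells with yeast and 100% = wells holding no yeast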
TIM10 inh: growth inhibitors of isogenic TIM10 control yeast, primary screen, counter-screen for tim10-1 yeast inhibitor project, luminescence, uHTS; S. cerevisiae TIM10 strain growth, BacTiter-Glo luminescence, 24 h; inhibition, % at 10 µM; 1.4% of 330,000 active;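 active means inhibition of 40% or more at the single tested concentration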;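 further: wild-type TIM10 isogenic control strain grown at permissive 25 °C; 0% = DMSO yeast wells and 100% = minimal medium wells without yeast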
CXCR6 inh: CXCR6 receptor inhibitors, primary screen, cell-based, beta-arrestin, luminescence, CHO-K1 PathHunter, 1536-well; C-X-C chemokine receptor type 6 (Homo sapiens), O00574; inhibition, % at 20 µM; 0.36% of 360,000 active; AID 602244, 2012; in the data active means inhibition above about 34%, passing the limit was not always enough;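 further: antagonist mode with CXCL16 agonist at 10 nM final; 0% = 10 nM CXCL16 with DMSO and 100% = unstimulated wells without agonist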
Target sequence (O00574 whole entry, looked up): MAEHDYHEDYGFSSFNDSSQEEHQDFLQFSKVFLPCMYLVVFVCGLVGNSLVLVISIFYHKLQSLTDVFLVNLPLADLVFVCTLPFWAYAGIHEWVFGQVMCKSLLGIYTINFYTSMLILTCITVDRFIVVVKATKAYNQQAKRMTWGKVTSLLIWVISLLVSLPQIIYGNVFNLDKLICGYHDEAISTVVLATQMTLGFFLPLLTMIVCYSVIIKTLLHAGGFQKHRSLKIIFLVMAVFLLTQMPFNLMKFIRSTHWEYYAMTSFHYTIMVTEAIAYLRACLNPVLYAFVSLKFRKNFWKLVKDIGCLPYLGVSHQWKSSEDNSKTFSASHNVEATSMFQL
APJ antagonist: antagonists of human apelin receptor APJ, primary screen, CHO-K1 cells, beta-arrestin complementation, luminescence | P35414 | inhibition, % at 20 µM | 0.32% of 330,000 active | AID 2521, 2010;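 active means inhibition above about 40% at 20 µM, limit read from the data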;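 further: cells challenged with 10 nM apelin-13 agonist together with compound; plate controls were apelin-13 plus DMSO wells for no effect and DMSO wells lacking apelin-13 for full effect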
Target sequence (P35414 whole entry, looked up): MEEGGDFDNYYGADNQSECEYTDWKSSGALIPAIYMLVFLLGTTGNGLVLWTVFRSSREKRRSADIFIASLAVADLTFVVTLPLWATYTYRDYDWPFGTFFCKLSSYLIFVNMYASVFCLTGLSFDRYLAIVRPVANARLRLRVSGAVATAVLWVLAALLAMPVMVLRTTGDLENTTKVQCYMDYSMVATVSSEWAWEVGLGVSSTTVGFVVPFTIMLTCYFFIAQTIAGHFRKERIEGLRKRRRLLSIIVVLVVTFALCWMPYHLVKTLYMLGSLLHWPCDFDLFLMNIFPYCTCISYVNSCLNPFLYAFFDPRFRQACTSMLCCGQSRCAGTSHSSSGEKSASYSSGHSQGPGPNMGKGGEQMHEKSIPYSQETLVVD
APJ ag: agonists of human apelin receptor APJ, primary screen, CHO-K1 cells, PathHunter beta-arrestin, luminescence; P35414; 0% DMSO wells, 100% apelin; activation, % at 20 µM; 0.11% of 330,000 active;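 active means activation more than six SD over the plate average, tested at 20 µM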;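 further: 0% = DMSO alone and 100% = apelin-13 at 10 nM; some results filed as inactive read as strong as hits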
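Assay system: CHO-K1 APJ beta-arrestin complementation cell line / Compound: single test compound dose, 20 µM final, 1% DMSO / Times: overnight seeding, 90 min compound at 25 °C, 1 h detection / Technique: beta-gal luminescence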
Numbers without * were called inactive; nt = no result given. An excerpt, so the mix of outcomes need not match the whole.

SMILES	XBP1 UPR activ	Mdm2 MdmX PPI	tim23-1 inh	UPR CHOP act	tim10-1 inh	TIM10 inh	CXCR6 inh	APJ antagonist	APJ ag
O=C([C@@H]1CCCN1C(=O)c1cccs1)N1CCN(S(=O)(=O)c2ccccc2F)CC1	-1	-18	1	0.2	-11	2	2	16	1
COc1ccc(OC)c(S(=O)(=O)N2CCN(C34CC5CC(CC(C5)C3)C4)CC2)c1	-3	-8	13	0.3	12	16	-2	2	-3
COC(=O)CN1C(C)=Nc2ccc(Br)cc2C1c1ccccc1 (stereo not given)	0	-7	10	-0.9	26	24	6	12	-3
CCc1cc2c(=O)c(-c3nc4ccccc4n3C)c(C)oc2c(CN(CC)CC)c1O	-1	6	0	2.8	2	-4	0	4	-5
CCC(Cc1ccccc1)NC(=O)CN(C)S(=O)(=O)c1ccc2c(c1)c(=O)n(C)c(=O)n2C (stereo not given)	3	4	-1	0.7	9	8	0	-9	-1
COC(=O)c1cc(C#N)c(Oc2cccc(C)c2C)nc1C	-3	16	-59	-1.6	-25	-66	0	11	-2
O=C(COC(=O)c1ccc(S(=O)(=O)NCc2ccco2)cc1)NCc1ccccc1	-4	18	-4	-1.2	-3	-8	-3	-11	-1
CC1=CC2=NC(=O)/C(=C\c3cc(C)n(-c4ccc(F)cc4)c3C)C(=N)N2O1	6	-16	12	1.6	3	-4	5	-8	-2
CC(=O)NC1=NN(C(C)=O)C(C)(c2ccco2)S1 (stereo not given)	0	8	1	-1.1	-6	-4	4	11	-1
Cc1cccc(C(=O)Nc2ccc(N3CCN(c4ccc(C(F)(F)F)cn4)CC3)nc2)c1	0	21	10	0.4	11	15	3	6	0
CC(C)c1ccccc1OCC(=O)N(C)CC(=O)Nc1ccc(F)cc1	-3	34	38	0.6	32	21	1	2	-2
COc1cccc(C(=O)NC(=O)Nc2cc(C)on2)c1	4	0	1	6.3	11	-13	0	-14	-1

3 of the entries above in order of their number in Mdm2 MdmX PPI, ascending:
SMILES	Mdm2 MdmX PPI
O=C([C@@H]1CCCN1C(=O)c1cccs1)N1CCN(S(=O)(=O)c2ccccc2F)CC1	-18
COc1ccc(OC)c(S(=O)(=O)N2CCN(C34CC5CC(CC(C5)C3)C4)CC2)c1	-8
CCC(Cc1ccccc1)NC(=O)CN(C)S(=O)(=O)c1ccc2c(c1)c(=O)n(C)c(=O)n2C (stereo not given)	4

(list continues)
SMILES	XBP1 UPR activ	Mdm2 MdmX PPI	tim23-1 inh	UPR CHOP act	tim10-1 inh	TIM10 inh	CXCR6 inh	APJ antagonist	APJ ag
CC(C)Oc1ccc(CSC(=N)N)cc1	-4	-12	-1	-2.4	18	-9	3	2	-2
CCOC(=O)c1cn(Cc2ccccc2)nn1	0	16	8	0.2	3	1	0	-1	1
CCOC(=O)c1ccc(NC(=O)CSc2nnc(CC)o2)cc1	-3	-12	11	0.2	16	7	-10	-9	0
Cc1ccc(C)c2[nH]c(=O)c(CCNC(=O)c3cccs3)cc12	3	6	18	-0.2	12	7	-3	-5	-3
Cc1ccc(NC(=O)N2CCSc3ccccc32)cc1	0	-10	3	8.3	9	-15	13	11	3
Cn1cc(CNCC2CCCO2)c(-c2ccc(Oc3ccccc3)cc2)n1 (stereo not given)	2	-9	-1	-0.1	2	16	-15	-10	-1
CCCn1c(Nc2cccc(OC)c2)nc2ccccc21	-2	4	9	0.2	5	12	-12	15	-6
CC(C)(C)c1cc(-c2ccco2)c(C#N)c(SCC#N)n1	1	10	14	-1.2	15	9	-1	-1	-3
CCn1cc(S(=O)(=O)Nc2ccc(Cl)cc2F)cn1	-4	8	3	-1.4	-9	-1	6	6	2
COc1ccc(CCNC(=O)CCc2nc3sc4c(c3c(=O)[nH]2)CCCC4)cc1	-6	14	-9	0.4	97*	2	3	17	-5
COc1ccc(OC)c(NC(=O)c2cccc(N3C(=O)C4C5C=CC(C6CC56)C4C3=O)c2)c1 (stereo not given)	-1	3	19	4.4	8	6	-10	-15	3
COc1cc(CNCc2ccncc2)cc(OC)c1OC	-3	-2	-6	-1.3	5	3	-3	12	1

2 neighbouring compounds already listed, quoted:
SMILES	XBP1 UPR activ	Mdm2 MdmX PPI	tim23-1 inh	UPR CHOP act	tim10-1 inh	TIM10 inh	CXCR6 inh	APJ antagonist	APJ ag
CCOC(=O)c1cn(Cc2ccccc2)nn1	0	16	8	0.2	3	1	0	-1	1
CCOC(=O)c1ccc(NC(=O)CSc2nnc(CC)o2)cc1	-3	-12	11	0.2	16	7	-10	-9	0

Carrying on.
SMILES	XBP1 UPR activ	Mdm2 MdmX PPI	tim23-1 inh	UPR CHOP act	tim10-1 inh	TIM10 inh	CXCR6 inh	APJ antagonist	APJ ag
COC(=O)C1CN(C(=O)COc2ccc(Cl)cc2C)c2ccccc2O1 (stereo not given)	-3	18	20	1.1	29	7	4	10	-4
Cc1c(C(=O)Nc2c(F)cccc2F)sc2ncn(CC(=O)N3CCCCC3)c(=O)c12	-4	-1	-5	-1.8	-4	-13	-10	-30	1
CCOC(=O)CCNC(=O)N1CCCC(N(C)CCc2ccccc2)C1 (stereo not given)	-2	7	-10	0.4	-3	-6	3	9	-3
CN(C)S(=O)(=O)c1ccc(C(=O)NCc2nnc(SCC(=O)N3CCCC3)o2)cc1	-1	19	7	2.3	2	8	-2	2	3
COc1ccc(CNC(C)C2COc3ccccc3O2)c(OC)c1 (stereo not given)	-5	3	-13	0.3	-5	-14	3	-4	-1
O=C(NC(=S)NCc1ccco1)c1cccc(Cl)c1	0	34	57*	2.6	17	4	8	-31	-13
Oc1ccc(Br)cc1CNc1cccc2cccnc12	10	60*	25	10	7	16	11	-45	8
O=C(COC(=O)Cn1[nH]c(=O)c2ccccc2c1=O)NNC(=O)c1ccc(Br)cc1	-1	22	-2	-1.4	-9	4	7	5	0
Cc1cccn2c(=O)c3cc(C(=O)NCCc4ccccc4)c(=N)n(CC4CCCO4)c3nc12 (stereo not given)	2	72*	12	1.2	-9	-1	7	-3	-3
COc1ccccc1Nc1nc(N(C)c2ccccc2)nc(N)c1[N+](=O)[O-]	5	27	-4	7.0	9	10	-12	-7	-2
C=CCNC(=O)c1c(CSc2ccc(F)cc2)noc1C(=O)NCCC	-1	-7	16	-0.5	5	6	-2	-4	7
O=C(O)CCCNS(=O)(=O)c1cccc2nsnc12	1	9	13	-0.7	17	2	-2	4	-1
CCc1ccc(C(C)NC(=O)C2CCCC2)cc1 (stereo not given)	-3	-22	-9	0.8	-9	-4	-5	-21	1
CCOc1ccc(N2C(=O)CC(NC3CCCCNC3=O)C2=O)cc1 (stereo not given)	0	-3	7	-3.1	1	5	1	3	-5
CC(Oc1ccccc1F)c1nnc(SCC(=O)c2c(N)n(C3CC3)c(=O)[nH]c2=O)o1 (stereo not given)	1	22	5	1.5	15	1	2	24	-3
COc1cc(N=c2ssnc2Cl)cc(OC)c1OC	-4	0	37	4.1	22	19	34	-4	-4
COc1cc(NC(=S)Nc2ccc(OC(F)F)cc2)cc(OC)c1	1	-10	20	2.7	21	17	-7	-14	-5
O=C(CN1C(=O)CSc2ncccc21)NCCN1CCOCC1	-1	-20	10	0.8	2	9	-1	-1	-1
CC(C)NS(=O)(=O)c1ccc2c3c(cccc13)CC2	-3	-9	19	0.0	21	23	3	-2	-2
CC1(OC(=O)C2CCCC2)C(=O)C=C2C=C(c3ccsc3)OC=C2C1=O (stereo not given)	0	8	28	1.9	17	22	-21	-5	10
COc1cc(C(=O)NCc2nnc(SCC(=O)Nc3cccc(C(F)(F)F)c3)o2)cc(OC)c1OC	-8	9	6	1.8	-1	9	-2	21	-1
COc1cccc(-c2ncc3ccccc3c2COC(=O)c2ccccc2C(=O)O)c1	-2	-15	14	1.5	7	-1	6	7	1
O=C(CCc1ccccc1)NC(NC(=S)Nc1ccc(Br)cc1)C(Cl)(Cl)Cl (stereo not given)	3	9	4	13	-6	3	-3	-17	5
CN(CC(=O)Nc1ccc(F)cc1)C(=O)c1cc(-c2cccs2)nn1-c1ccccc1	-5	17	6	-0.4	7	3	2	11	-4
Nc1nc(C(=O)N2CCOCC2)nn1C(=O)c1ccc(Cl)cc1	-1	15	-7	-0.4	-18	3	-6	-14	-3
N#C/C(=C\c1cn[nH]c1-c1ccccc1)C(=O)NC1CCCCCC1	3	3	37	-0.6	35	25	6	-25	-5
NCc1ccccc1	-8	11	-5	-0.3	-2	6	5	1	-3
CCc1ccc(NC2=NC(C(=O)c3ccccc3)CC(=O)N2)cc1 (stereo not given)	-2	-4	-5	1.6	-11	-3	5	1	1
O=C(Cn1c(=O)oc2cc(S(=O)(=O)NCc3ccccc3)ccc21)N1CCCC1	-1	-11	8	0.0	11	-2	-7	6	0
C/C(=N\NC(=O)CCC(=O)NCc1ccccc1)c1ccc([N+](=O)[O-])cc1	1	-3	11	-0.2	5	-11	-6	5	0
CCOC(=O)c1cnc2ccc(C)cc2c1NCCO	4	0	-55	-1.3	1	-9	-20	6	-3
COc1ccc(Br)cc1CNc1ccc2[nH]c(=O)[nH]c2c1	-3	13	2	0.9	6	5	-10	-6	0
CCOC(=O)N1CCC(NC(=O)C2CCCN(S(=O)(=O)c3cccnc3)C2)CC1 (stereo not given)	-2	-17	8	-2.0	-1	-3	0	0	1
CCN(c1ccccc1)S(=O)(=O)c1nnc(NC(=O)c2ccccc2OC)s1	2	-29	32	-0.9	14	8	2	-73	0
CCOc1ccc(N2CC(NS(=O)(=O)c3cccnc3)CC2=O)cc1 (stereo not given)	1	17	-14	0.2	-3	-5	-5	2	-7
CN1CCN(C(=O)/C(=C/c2ccco2)NC(=O)c2ccccc2)CC1	-2	0	6	1.6	-12	6	3	12	-4
O=C(/C=C/c1ccc2c(c1)OCO2)N1CCOCC1	1	13	11	1.6	12	-4	-6	-9	4
CCC(CC)NC(=O)COc1ccc(OC)cc1C=O	-4	35	17	-0.3	21	15	2	5	0
CC(C)(C)NC(=O)CN(C(=O)CS(=O)CC(=O)Nc1ccc(F)cc1)c1ccc(Cl)cc1 (stereo not given)	-1	0	19	-0.4	-5	-9	2	1	-3
O=C(O)c1cc2c([nH]c1=O)CCCC2	2	-11	1	-0.8	5	-11	-6	-4	0
CCN1CCN(C(=O)C2COc3ccccc3O2)CC1 (stereo not given)	-2	7	16	0.6	20	18	6	-1	13
CCOC(=O)c1[nH]c(C)c(C(=O)NC2CCCCC2)c1C	-1	-8	20	-1.5	13	8	-4	-42	-2
COc1ccc2cc(CN(Cc3cccnc3)Cc3nnnn3Cc3ccccc3)c(=O)[nH]c2c1	1	-1	5	0.2	9	13	nt	12	0
N#CC(C(=O)Nc1ccc(Cl)c(Cl)c1)=C1Nc2ccccc2N1	14	59*	-10	1.5	45*	7	2	-11	-1

Source: PubChem BioAssay
